# Compound activity (PubChem)
# SRC2 inh – human SRC2 (NCOA2) inhibition; Q15596; hit rate 0.17% among 370,000; HEK293 GAL4-SRC2 luciferase reporter, luminescence; inhibition, % at 9 µM;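 active = inhibition above the mean inhibition of all tested compounds plus 3 SD, set per campaign, cut at about 52% in these data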;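 also: 0% = DMSO treated cells and 100% = cells given Gossypol at 36 µM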
# NCOA1 inh – human NCOA1 inhibition. Q15788. inhibition, % at 3.6 µM. HEK293 GAL4-SRC1 luciferase reporter, luminescence. hit rate 0.12% among 360,000;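 active = inhibition above the campaign mean plus 3 SD, with each screening campaign given its own cutoff, cut at about 60% in these data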;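 also: 0% = DMSO treated cells and 100% = gossypol at 36 µM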
# SRC3 inh – human NCOA3 inhibition; AID 588352; HEK293 GAL4-SRC3 luciferase reporter, luminescence; hit rate 0.17% among 360,000; Q9Y6Q9; inhibition, % at 3.6 µM;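 active = inhibition above a per-campaign cutoff, the mean of all compounds plus 3 SD, cut at about 60% in these data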;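 also: 0% = DMSO-treated cells and 100% = gossypol-treated cells at 36 µM; higher means less SRC3-driven luciferase light from the GAL4 reporter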
# Target sequence (Q9Y6Q9 whole entry, looked up, the tested form may be a part): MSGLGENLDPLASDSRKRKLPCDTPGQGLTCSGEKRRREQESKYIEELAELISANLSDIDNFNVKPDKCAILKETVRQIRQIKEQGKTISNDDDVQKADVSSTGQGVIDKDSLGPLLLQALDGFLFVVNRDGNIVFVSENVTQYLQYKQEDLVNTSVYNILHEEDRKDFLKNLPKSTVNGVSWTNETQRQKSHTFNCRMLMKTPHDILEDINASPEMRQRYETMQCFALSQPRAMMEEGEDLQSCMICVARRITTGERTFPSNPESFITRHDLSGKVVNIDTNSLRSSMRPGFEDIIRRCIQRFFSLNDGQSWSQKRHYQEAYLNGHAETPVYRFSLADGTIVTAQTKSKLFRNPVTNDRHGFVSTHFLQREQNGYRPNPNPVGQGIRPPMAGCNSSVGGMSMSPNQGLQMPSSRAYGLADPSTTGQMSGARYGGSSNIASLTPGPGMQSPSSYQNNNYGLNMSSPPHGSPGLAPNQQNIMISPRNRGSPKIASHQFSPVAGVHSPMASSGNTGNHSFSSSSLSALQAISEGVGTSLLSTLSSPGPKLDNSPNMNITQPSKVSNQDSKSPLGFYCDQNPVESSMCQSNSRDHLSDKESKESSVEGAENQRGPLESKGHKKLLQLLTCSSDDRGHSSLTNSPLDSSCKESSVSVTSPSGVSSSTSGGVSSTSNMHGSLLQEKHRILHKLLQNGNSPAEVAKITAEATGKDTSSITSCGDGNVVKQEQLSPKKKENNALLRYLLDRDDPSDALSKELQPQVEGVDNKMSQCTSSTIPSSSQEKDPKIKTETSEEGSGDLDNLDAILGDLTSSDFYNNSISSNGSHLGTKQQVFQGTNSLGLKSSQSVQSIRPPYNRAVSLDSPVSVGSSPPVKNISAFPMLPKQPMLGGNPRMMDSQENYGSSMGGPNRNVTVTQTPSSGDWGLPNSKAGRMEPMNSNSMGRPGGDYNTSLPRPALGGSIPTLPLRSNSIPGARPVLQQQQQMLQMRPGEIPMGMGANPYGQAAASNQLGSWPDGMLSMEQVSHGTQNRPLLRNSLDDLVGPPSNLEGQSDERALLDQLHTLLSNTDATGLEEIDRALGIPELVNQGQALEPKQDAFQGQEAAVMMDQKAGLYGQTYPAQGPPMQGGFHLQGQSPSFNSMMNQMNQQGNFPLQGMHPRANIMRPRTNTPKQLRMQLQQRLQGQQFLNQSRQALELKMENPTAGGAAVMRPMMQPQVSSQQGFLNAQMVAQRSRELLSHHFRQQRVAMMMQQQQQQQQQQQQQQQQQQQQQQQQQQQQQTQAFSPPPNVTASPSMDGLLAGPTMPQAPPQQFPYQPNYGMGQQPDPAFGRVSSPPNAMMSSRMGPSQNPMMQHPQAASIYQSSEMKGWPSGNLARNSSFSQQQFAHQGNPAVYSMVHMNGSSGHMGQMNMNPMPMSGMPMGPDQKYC
# TLR9-MyD88 inh – TLR9-MyD88 interaction inhibition; Q9NR96+Q99836; CHO BLA complementation TLR9-MyD88, CCF4 FRET ratio; inhibition, % at 4.98 µM; hit rate 0.21% among 340,000;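 active = inhibition above the mean over all tested compounds plus 3 SD, cut at about 21% in these data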;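 also: 0% = DMSO only wells and 100% = clavulanate BLA inhibitor control wells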
# LMP1 NFkB inh – reduces LMP1-driven NF-kappaB luciferase signal; AID 504558; LMP1-induced NF-kappaB luciferase reporter cells, luminescence; hit rate 0.69% among 350,000; inhibition, % at 12.5 µM; in the data active = inhibition above about 41%;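 also: 0% = neutral control wells and 100% = reference inhibitor control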
# LRH-1 inv ag – NR5A2 inverse agonism in reporter assay. O00482. HEK293T StAR-luciferase reporter, LRH-1 transfected, 24 h. inhibition, % at 3.6 µM. hit rate 0.13% among 360,000;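 active = inhibition above the mean inhibition of all tested compounds plus 3 SD, cut at about 73% in these data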;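 also: 0% = DMSO wells and 100% = reporter-only cells lacking LRH-1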
# NR2F2 inh – inhibitors of human COUP-TFII (NR2F2); P24468; HEK293T NGFI-A luciferase reporter, luminescence; inhibition, % at 8.6 µM; hit rate 0.7% among 370,000; AID 686940;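 active = inhibition above a per-plate cutoff, mean inhibition of test wells between control levels plus 3 SD, cut at about 38% in these data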;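 also: cells cotransfected with COUP-TFII expression vector driving the NGFI-A reporter; 0% = median of COUP-TF2 test wells and 100% = reporter-only cells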
# C8 TRAIL sens – caspase-8 TRAIL sensitization; NB7+C8 cells + TRAIL, ATPlite viability luminescence; hit rate 1% among 360,000; inhibition (viability loss, TRAIL sensitization), % at 10 µM;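 active = compounds causing at least 50% loss of cell viability in the single-dose screen, relative to plate controls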
# NOD2-RIPK2 inh – inhibitors of human NOD2-RIPK2 interaction; O43353; CHO BLA complementation NOD2-RIPK2, CCF4 ratio; inhibition, % at 4.98 µM; hit rate 0.38% among 360,000; AID 624267; in the data active = inhibition above about 21%;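 also: 0% = vehicle only and 100% = reference blocker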
# TWEAK-Fn14 inh – inhibitors of TWEAK-Fn14 interaction signaling. TWEAK-stimulated Fn14 reporter cells, luciferase luminescence, 8 h. hit rate 2% among 360,000. inhibition, % at 10 µM; in the data active = inhibition above about 50%
# TROY NFkB inh – TROY signaling inhibition; inhibition, % at 10 µM; hit rate 0.98% among 360,000; Q293 LMP1-TROYcd NF-kB luciferase reporter, 4 h; AID 1347056;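 active = compounds whose plate-normalised and pattern-corrected inhibition of the luciferase reporter signal at the single screening dose is 50% or more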
# * hit, by the source's call; x = no result given.
Molecule,SRC2 inh,NCOA1 inh,SRC3 inh,TLR9-MyD88 inh,LMP1 NFkB inh,LRH-1 inv ag,NR2F2 inh,C8 TRAIL sens,NOD2-RIPK2 inh,TWEAK-Fn14 inh,TROY NFkB inh
CC(C)OCCCNC(=O)C1CCN(S(=O)(=O)N2CCCCC2)CC1,-13,2,19,0,0,-10,18,1,-5,15,-17
CCOc1ccc(NS(=O)(=O)c2ccc(OC)c(NC(=O)c3ccc4c(c3)OCCO4)c2)cc1,5,4,25,0,10,8,-2,7,1,12,-12
COc1ccccc1CNC(=O)C1CCN(S(C)(=O)=O)CC1,4,0,8,3,-22,-6,-3,3,5,-17,1
COc1ccc(Nc2nnc(SCC(=O)N3CCCC3)s2)cc1,-25,-6,14,-4,1,9,-24,0,-5,5,-2
COc1cc2c(cc1OC)C(c1cc(Br)ccc1O)N(C(C)=O)CC2 (centres undefined),0,-12,9,-9,4,8,6,-6,-9,6,3
CC(C)(C)OC(=O)CNC(=O)c1[nH]cnc1C(=O)NCCCCCNC(=O)OC(C)(C)C,10,10,7,1,2,31,16,26,-13,19,47
Cc1nnc(NC(=O)COc2ccccc2)s1,-23,-38,9,6,-2,-21,-1,-30,1,12,-8
Cc1nn(C)c(Oc2ccc(Cl)cc2)c1C(=O)Nc1ccc(F)cc1F,-11,19,21,-6,9,-6,-7,16,-5,-5,-20
COc1ccc(C(=O)NC(=O)Nc2cc(C)ccn2)cc1,-43,-84,-47,-3,68*,-99,-66,84*,-12,97*,79*
C=CCNC(=S)/N=c1/ccccn1CCC,11,-2,21,4,-6,21,-14,-10,-16,-12,4
CCc1ccc(NC(=O)CSc2ccc(-c3sc(C)nc3C)nn2)cc1,2,10,4,10,6,-3,25,23,4,18,28
COc1ccc(NC(=O)c2cc(C3CCCCN3S(=O)(=O)c3ccccc3)on2)c(C)c1 (centres undefined),14,9,-8,x,x,9,12,-2,0,-12,15
Cc1cccc(-c2nc(S(=O)(=O)c3ccccc3)c(N3CCOCC3)o2)c1,-5,-4,-3,-1,-3,4,3,-7,-1,2,-7
COC(=O)[C@]1(Cc2ccccc2)N[C@H](c2ccc(-c3ccccc3)cc2)[C@@H]2C(=O)N(C)C(=O)[C@@H]21,-8,8,-23,0,-1,1,6,-12,4,9,14
Cc1cc(N(C)C)cc(C)[n+]1[O-],12,6,-16,4,1,-11,6,-7,-3,14,x
COc1ccc(NC(=O)Nc2cc(F)ccc2C)cc1,-7,0,-1,9,-2,-4,-4,10,-18,2,-3
Cc1ccc(OCCCC(=O)Nc2ccc3c(c2)OCCO3)cc1,21,-10,5,0,8,-22,0,-4,-6,64*,18
O=C(CCCN1C(=O)c2cccnc2C1=O)N1CC(=O)N(CCc2ccccc2)C(=O)C1,12,-1,3,12,1,12,-1,1,-7,-1,17
Cc1noc(C)c1S(=O)(=O)N(C)C[C@H]1Oc2c(NC(=O)C3CCCCC3)cccc2C(=O)N([C@H](C)CO)C[C@@H]1C,4,-6,-5,-15,-7,21,-9,-3,-8,12,-3
CC(=O)c1cc(C(c2csc(C(C)=O)c2)c2csc(C(C)=O)c2)cs1,-7,2,6,-8,-4,5,-17,-12,-6,-7,-18
Cc1ccccc1-c1nnn(CC(=O)N2CCN(C(=O)c3ccco3)CC2)n1,10,13,1,0,-4,4,20,-23,10,-1,-10
O=C(COC(=O)/C=C/c1cccc(Cl)c1)NCCc1ccc(Cl)cc1Cl,-26,-20,9,-11,5,4,7,0,10,-13,-15
CCOC(=O)C1CCCN(C(=O)c2ccc3ncsc3c2)C1 (centres undefined),-20,9,14,-8,-5,23,-5,18,14,-23,3
COC(=O)c1ccc(/C=C/c2ccc3cccc(OC)c3n2)cc1,2,4,1,-7,-11,-3,4,0,-1,-21,-36
CCOC(=O)N1CCN(C(=O)CCNS(=O)(=O)c2cc(Br)cnc2N)CC1,15,4,7,-11,-6,-7,11,-9,-7,-5,9
COCCCNC(=O)CSc1nc2ccccc2c(=O)n1Cc1ccc2c(c1)OCO2,17,-24,-13,-9,-3,16,32,-13,-2,10,-7
O=C(CCN1C(=O)/C(=C\C=C\c2ccccc2)SC1=S)Nc1cccc(C(=O)O)c1,-35,-58,-66,4,-19,-21,11,21,-2,12,-22
Cc1ccccc1C(=O)NNc1ccc(-c2csnn2)cc1,-26,-49,-6,0,-5,21,9,9,-2,-2,-16
CCCCNC1=NCCS1,-6,15,20,2,1,1,-1,-11,0,-10,-3
COc1ccccc1NS(=O)(=O)c1cc(C(=O)NCC(c2ccc(F)cc2)N2CCOCC2)ccc1C (centres undefined),-9,-4,-6,-6,1,7,6,-5,-8,-11,-26
Cc1ccccc1C(=O)OCCCN=C1NS(=O)(=O)c2ccccc21,-7,-2,-10,4,-9,-3,-8,0,-4,-3,-3
Cc1cccc2cc(CN(CCCO)C(=O)Nc3ccccc3Cl)c(=O)[nH]c12,-33,16,0,3,1,17,3,-7,7,4,-1
Fc1ccccc1-c1nc(NCc2ccco2)c2ccccc2n1,11,-4,4,8,-4,15,0,2,-5,-3,-9
O=C(Cn1nnc(-c2ccncc2)n1)N1CCc2ccccc21,8,-24,9,-6,-8,10,7,10,2,0,8
O=C(NCc1ccccc1)C(=O)NCC1OCCCN1S(=O)(=O)c1cccs1 (centres undefined),-1,-36,-8,7,-5,-9,1,9,-11,-7,24
COc1ccccc1CNC(=O)C1CCN(C(=O)c2sccc2-n2cccc2)CC1,14,-36,-5,3,-7,-2,0,-1,-7,4,-17
CC(c1ccccc1)n1c(SCC(=O)N2CC(=O)Nc3ccccc32)nc2ccccc2c1=O (centres undefined),-12,8,4,3,-6,5,-1,-5,5,43,25
O=C(c1ccc(S(=O)(=O)NCc2ccco2)cc1)N1CCN(Cc2ccc3c(c2)OCO3)CC1,36,-21,2,-20,6,-7,5,-6,-2,5,18
O=C(CCCCCl)Nc1c2c(nc3ccccc13)CCC2,4,-26,2,-11,5,-7,9,6,7,-1,1
Nc1nc(NCc2ccc(Cl)cc2)nc(NCCO)c1[N+](=O)[O-],11,-3,20,-3,-10,-1,-13,1,-3,4,-14
S=C(NCCc1ccccn1)Nc1cccc(Cl)c1,-6,3,2,12,-1,4,2,-29,7,-14,-26
COc1ccccc1C(CNC(=O)c1ccc(NS(=O)(=O)c2ccc(C(C)=O)cc2)cc1)N1CCCC1 (centres undefined),-6,1,11,6,3,-14,9,2,0,-31,15
O=C(N/N=C/c1ccc(O)c(O)c1)c1ccc(-n2cnnn2)cc1,1,-14,6,8,-6,2,-2,-4,-2,2,1
Cc1cc(C)c(Cn2c(=O)n(CCCC(=O)NCc3ccco3)c(=O)c3ccccc32)c(C)c1,-7,-17,-2,1,8,15,9,1,6,-21,4
O=C(c1cc2ccccc2oc1=O)N1CCCC1,0,-5,7,2,-3,13,4,1,-6,-2,-7
O=C(/C=C/c1cccc(Br)c1)N1CCN(c2cccc(C(F)(F)F)c2)CC1,-4,11,-15,0,-4,9,-9,-2,5,-1,39
C[N+]1([O-])[C@@H]2Cc3cc4c(cc3[C@@H]1Cc1cc3c(cc12)OCO3)OCO4 (some centres undefined),-6,0,12,4,10,3,2,2,-2,-9,-13
CCC1CCCCN1C(=S)NC(=O)c1ccco1 (centres undefined),-3,-3,2,3,3,-4,6,6,0,6,-13
CN1CCN(NC(=O)c2ccccc2F)CC1,16,-11,-30,-7,-5,3,-14,-14,-5,7,-8
COc1ccc(C(=O)c2oc3ccccc3c2N)cc1,-40,-66,-78,-5,-47,-91,-23,-4,2,-12,-32
CCCCc1nc(C(N)=O)c2[nH]c(=O)n(-c3ccc(OCC)cc3)c2n1,x,-3,-10,4,-3,-6,x,-2,-10,-34,-19
Cc1ccccc1CC(=O)OCC(=O)Nc1ccc(C)c(S(=O)(=O)N2CCCCC2)c1,10,-40,26,-5,4,14,7,-5,-1,14,21
CC1CCN(S(=O)(=O)c2ccc(C(=O)NCc3ccc4c(c3)OCO4)cc2)CC1,-4,-12,0,1,5,7,6,-2,-9,5,-6
CCOc1ccc(C(=O)NC(=S)N(Cc2ccccc2)Cc2ccccc2)cc1,-2,-10,5,3,50*,-7,13,16,-11,19,42
CNCCCC1c2ccccc2C=Cc2ccccc21,11,-16,-12,3,1,10,6,7,-9,-1,3
COc1cc(C(=O)COC(=O)c2ccc([N+](=O)[O-])o2)cc(OC)c1OC,4,4,2,-8,2,12,-16,-6,-6,-11,0
CCc1cccc(OCC(=O)Nc2ccc(C)c(S(=O)(=O)N3CCCCCC3)c2)c1,7,-10,21,-6,23,-9,40*,-10,-11,50*,39
NC(N)=NC(N)=Nc1ccc(O)cc1,-10,-9,-7,-6,-19,-1,-3,-9,0,5,-14
COc1ccccc1-c1nnc(NC(=O)c2ccccc2F)o1,-15,-17,-20,7,0,13,-1,6,1,-8,-18
CC(C)(C)c1ccc(C(=O)N/N=C2\C3CN4CCN(C3)CC2(c2ccccc2)C4)cc1,-34,-3,2,-1,0,-4,-5,-8,-3,10,-2

# The list continues:
Molecule,SRC2 inh,NCOA1 inh,SRC3 inh,TLR9-MyD88 inh,LMP1 NFkB inh,LRH-1 inv ag,NR2F2 inh,C8 TRAIL sens,NOD2-RIPK2 inh,TWEAK-Fn14 inh,TROY NFkB inh
CC(C)(C)c1ccc(OCCC(=O)Nc2cccc(S(=O)(=O)NC3=NCCCCC3)c2)cc1,8,8,10,7,15,20,40*,26,-8,45,36
COc1cc(Cl)c(C)cc1NC(=O)c1ccc(NS(=O)(=O)c2ccc(F)c(F)c2)cc1,10,10,18,1,3,3,15,1,-12,-19,21
Cc1cc(NC(=O)Cc2ccccc2C)no1,-15,2,4,-10,-14,5,-5,-5,-41,14,8
Fc1ccc(-c2nc3c(Cl)cc(C(F)(F)F)cn3c2Cc2ccccc2)cc1,8,-14,-2,x,x,17,-8,-16,-3,20,24
Clc1ccc(Sc2cc(Cl)c(-c3ccccc3)nn2)cc1,4,15,5,-6,5,19,1,6,-8,-2,-2
CCCCNc1cc(C)oc(=O)c1C(C)=O,11,3,-1,-2,2,2,3,-3,0,20,-33
C[C@@H]1CN([C@H](C)CO)C(=O)c2cccc(NC(=O)Nc3ccc(F)cc3)c2O[C@H]1CN(C)C(=O)Nc1ccc(C(F)(F)F)cc1,5,5,-1,-5,-9,0,-6,-7,4,-6,-7
O=C1C2C3C=CC(C3)C2C(=O)N1CCN1CCN(S(=O)(=O)/C=C/c2ccccc2)CC1 (centres undefined),-5,-7,-3,1,-4,6,-3,-4,-7,6,2
CCN(CC)c1ccc(N=C2C(=O)Nc3ccccc32)cc1,12,4,-3,-7,30,16,28,5,8,52*,28
CCOC(=O)COc1ccc2c(c1)c(C(C)=O)c(C)n2-c1ccc(OC)cc1,-20,11,2,-4,5,0,2,-10,-8,-14,14
O=C(NC1CC2CCCC(C1)N2Cc1ccccc1)c1cccc(F)c1 (centres undefined),-32,17,-2,5,8,-12,6,1,-5,6,21

# Only part of the results is shown, so the mix of outcomes need not match the whole.
